Bioassay records deposited in PubChem BioAssay by several laboratories.
CaV13 ICDI inh = Disruptors of the CACNA1D IQ motif to Ca2+-dependent inactivation inhibitor domain association, primary screening, Förster resonance energy transfer in intact living …; inhibition, % at 12.3 µM; 340,000 tested, 0.098% active; HEK cells, CFP/YFP FRET ICDI-IQ, plate reader, 10 min; percent FRET-ratio fall versus neutral wells;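 active = mean replicate inhibition of at least 30% and at least 1% of replicates passing that level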;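 also: 0% = median of the neutral control wells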
m5-HT2A agonist = mouse HTR2A agonism via beta-arrestin recruitment; activation, % at 7.6 µM; CHO-K1 mHTR2A beta-arrestin complementation, luminescence; percent of 30 µM serotonin response; 360,000 tested, 0.66% active;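 active = activation above a run cutoff, the mean activation of all tested compounds plus 3 SD, cut at about 14% in these data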;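 also: 0% = plate median of compound wells and 100% = 30 µM serotonin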
Target sequence (P35363 whole entry, looked up): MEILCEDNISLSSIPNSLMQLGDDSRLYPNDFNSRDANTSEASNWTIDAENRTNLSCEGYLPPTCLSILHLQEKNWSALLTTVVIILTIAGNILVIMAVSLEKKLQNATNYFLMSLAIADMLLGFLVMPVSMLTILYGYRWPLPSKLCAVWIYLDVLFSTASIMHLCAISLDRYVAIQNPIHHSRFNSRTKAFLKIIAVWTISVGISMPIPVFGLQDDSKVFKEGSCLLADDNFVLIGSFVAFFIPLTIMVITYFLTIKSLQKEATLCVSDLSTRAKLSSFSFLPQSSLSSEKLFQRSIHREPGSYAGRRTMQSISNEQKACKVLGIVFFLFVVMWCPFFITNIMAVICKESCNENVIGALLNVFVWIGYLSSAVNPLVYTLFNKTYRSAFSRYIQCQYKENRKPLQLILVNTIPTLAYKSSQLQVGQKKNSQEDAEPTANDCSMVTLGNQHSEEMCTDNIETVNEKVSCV
NR2E3 ag-1 = activates human photoreceptor nuclear receptor NR2E3; Q9Y5X4; inhibition of corepressor binding, % at 4.78 µM; 320,000 tested, 0.12% active; AID 2300; GST-NR2E3/biotin-RetCOR TR-FRET, 1536-well;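 active = percent inhibition above the cutoff of mean plus 3 SD of all tested compounds, set per screening campaign, cut at about 20% in these data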;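 also: 0% = DMSO wells and 100% = biotin wells as full block of FRET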
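Test system – NR2E3–RetCOR corepressor complex · Quantity – NR2E3 fusion 1.35 nM · Buffer or medium – Tris pH 7.5 · Incubation – Compound–protein incubation for 5 h at 4 °C · Technique – TR-FRET, Eu(K)-anti-GST donor, streptavidin-D2 acceptor, ex 340, em 617/671 nm · Evaluation – percent inhibition of 671/617 nm emission ratio versus biotin and DMSO controls · Plate – 1536-well format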
TRPM1 prom inh = reduces MITF-dependent TRPM1 promoter luciferase signal; AID 488899; inhibition, % at 12.5 µM; SK-MEL-5 TRPM1 promoter luciferase, 24 h; 330,000 tested, 0.83% active;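 active = mean inhibition across replicates of 60% or more, whatever share of single replicates reaches that level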; also: values of inactives mirror those of a sister screen read the other way
NR2E3 ag-2 = activates human NR2E3 receptor | Q9Y5X4 | CHO-S Gal4-NCOR/VP16-NR2E3 two-hybrid, luciferase | inhibition of corepressor binding, % at 3.98 µM | 360,000 tested, 0.35% active | AID 602229;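 active = inhibition above the mean of all tested compounds plus 3 SD, cut at about 70% in these data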;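 also: 0% = DMSO with NR2E3 transfected cells and 100% = cells lacking NR2E3 construct; higher means lower luciferase signal from less NR2E3 corepressor binding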
H9c2 protect = protects H9c2 cardiomyocytes from peroxide injury | H2O2 injury protection, ATPLite, 2 h | protection from H2O2 cell death, % at 20 µM | 360,000 tested, 0.63% active | AID 588492;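 active = compounds giving at least 50% protection of heart cells from peroxide-induced death in the single-dose screen, raw or plate-pattern-corrected value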;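 also: 0% = DMSO wells with peroxide and 100% = DMSO wells without peroxide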
Peg3 prom inh = Peg3 promoter activity inhibition | HeLa PEG-Prom luciferase reporter, luminescence, overnight | inhibition, % at 20 µM | 360,000 tested, 1.7% active | AID 588405;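 active = inhibition of at least 50% at 20 µM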
HIF-2a inh = blocks HIF-2a reporter activity; 786-0 RCC cells HIF-2a reporter, luciferase luminescence, overnight; inhibition, % at 18.8 µM; 360,000 tested, 0.72% active;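 active = inhibition of the luminescence signal of 40% or more relative to plate controls, in a single-dose primary screen at 18.75 µM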
hiPSC survival = hiPSC single-cell survival enhancement. 360,000 tested, 0.044% active. survival enhancement, % at 20 µM. ATPlite luminescence; 100% = ROCK inhibitor wells, 0% = DMSO. AID 602274; in the data active = survival enhancement above about 18%;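 also: cells exposed to compounds for 16 hours before the ATP read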
PDI turbidity = blocks human protein disulfide isomerase activity. P07237. PDI insulin aggregation turbidity, A650, 90 min. inhibition, % at 10 µM. 350,000 tested, 0.052% active;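 active = mean inhibition across replicates of 30% or more, whatever share of single replicates reach that level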;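 also: absorbance from insulin aggregation driven by PDI reduction with DTT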
Target sequence (P07237 whole entry, looked up): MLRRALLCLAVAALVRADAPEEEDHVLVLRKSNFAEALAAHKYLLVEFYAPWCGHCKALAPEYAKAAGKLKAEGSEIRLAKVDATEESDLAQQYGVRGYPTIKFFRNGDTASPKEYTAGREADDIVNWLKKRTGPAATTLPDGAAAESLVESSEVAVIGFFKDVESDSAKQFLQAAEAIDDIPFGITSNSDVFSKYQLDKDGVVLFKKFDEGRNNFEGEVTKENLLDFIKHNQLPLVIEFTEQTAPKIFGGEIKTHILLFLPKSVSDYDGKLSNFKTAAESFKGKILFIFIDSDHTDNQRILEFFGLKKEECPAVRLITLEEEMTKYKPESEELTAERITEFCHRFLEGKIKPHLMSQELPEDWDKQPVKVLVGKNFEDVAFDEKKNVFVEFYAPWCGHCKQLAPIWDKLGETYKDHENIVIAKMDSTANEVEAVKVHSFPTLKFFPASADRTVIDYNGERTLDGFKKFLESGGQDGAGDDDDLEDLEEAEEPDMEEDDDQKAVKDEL
Shn3 3UTR inh = Schnurri-3 reporter inhibition in Clone20 osteoblasts; Clone20 osteoblast Shn3 3'UTR firefly luciferase, 24 h; inhibition, % at 12.5 µM; 360,000 tested, 0.52% active; AID 588674;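 active = mean inhibition of at least 75% with every replicate also reaching 75%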;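 also: 0% = median of neutral control wells and 100% = pilot-screen positive control compound; some compounds past the cut are filed as inactive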
An asterisk follows results filed as active; nt = no result given.

SMILES,CaV13 ICDI inh,m5-HT2A agonist,NR2E3 ag-1,TRPM1 prom inh,NR2E3 ag-2,H9c2 protect,Peg3 prom inh,HIF-2a inh,hiPSC survival,PDI turbidity,Shn3 3UTR inh
CC(C)Cc1cc(C(=O)NCCCN2CCOCC2)no1,-5,-2,0,7,-13,0,9,10,-0.4,-9,6
COc1ccccc1N1CCN(CC(=O)c2c(C)[nH]c3cc(C)ccc23)CC1,-3,-7,-1,12,-19,-14,17,13,2.3,-3,7
CC(=O)c1ccc2c(c1)C1C=CCC1C(c1cc3c(cc1Br)OCO3)N2 (stereo not drawn),4,-6,5,10,42,-2,36,24,6.9,12,13
CC(C)CCSc1nnc(N)s1,-5,0,-1,-8,3,5,-34,-42,-0.5,-4,-19
NS(=O)(=O)c1ccc(CCNC(=O)c2ccccc2F)cc1,-4,-2,-1,10,-18,8,-2,4,-0.2,-4,11
CC1(C2CC2)NC(=O)N(CC(=O)N2CCN(S(=O)(=O)c3ccc(F)c(F)c3)CC2)C1=O (stereo not drawn),-3,1,4,-11,-11,4,1,9,-2.7,-3,-25
COc1ccc(N)cc1C#N,9,2,3,-10,-21,-1,-15,-7,-0.5,-7,-12
COc1ccc(CN2C(=O)c3ccccc3C2=O)cc1C(=O)N(C)CC(=O)Nc1ccc(C)cc1,-11,-1,nt,nt,-18,1,16,14,-1.7,3,-22
CCOc1cc(N2CCOCC2)c(OCC)cc1NC(=O)C1=COCCO1,-5,5,-2,1,-2,-1,17,8,-0.5,-7,-4
Cc1ccc(NC(=O)C2=C(O)CCn3c2nc2ccccc23)cc1,-9,-6,3,-7,-22,28,-40,-147,0.2,-1,-13
CCc1ccc(CNC(=O)C2CCCN(c3nnc(C)c4c(C)n(-c5ccccc5)nc34)C2)cc1 (stereo not drawn),-8,1,0,66*,-14,1,-41,3,1.4,-2,42
COc1cccc(C(=O)NCCCNC(=O)c2cccnc2)c1,-3,2,0,-5,-9,3,-2,4,0.8,-8,11
CCCNC(=O)C1(C)CCCN(C(=O)c2ccccc2F)C1 (stereo not drawn),-5,17*,nt,nt,18,0,2,4,-2.5,1,-16
Cc1ccc(NC(=O)COC(=O)C2CC3CCCC(C2)C3=O)c([N+](=O)[O-])c1 (stereo not drawn),-19,3,5,-10,-2,1,8,2,1.1,-22,-8
CCOC(=O)c1c(C)[nH]c(C(=O)OCC(=O)c2ccc3c(c2)NC(=O)CO3)c1C,-5,-2,0,0,1,10,-9,-9,-0.4,7,-7
COCCNC(=S)N=Nc1c(O)[nH]c2ccc([N+](=O)[O-])cc12,5,-1,2,-7,-13,13,21,14,-0.6,-6,3
COCCN(C(=O)CSCC(=O)Nc1cccc(C)c1)c1c(N)n(Cc2ccccc2)c(=O)[nH]c1=O,-5,1,1,0,-30,3,8,3,-0.4,13,-22
CCN(CC)CCCNC(=O)CN1C(=O)CSc2ccc(S(=O)(=O)N3CCOCC3)cc21,-17,5,-2,-6,-4,-6,1,12,0.3,-1,3
CCOC(=O)C1=NOC(CNC(=O)C2=NOC(CNC(=O)c3c(-c4ccccc4Cl)noc3C)C2)C1 (stereo not drawn),-2,10,1,5,-4,17,9,5,0.5,6,-1
O=CNCc1nc2ccccc2n1CCCc1ccccc1,-20,4,3,2,7,7,-11,12,0.0,-3,-6
COC(=O)C1=C(N)Oc2cc(C)n(CC3CCCO3)c(=O)c2C1c1ccc(Cl)c(Cl)c1 (stereo not drawn),-8,-3,3,6,-6,-5,13,17,0.6,4,-4
CC1=NNC(=O)C1Cc1c(Cl)cccc1Cl (stereo not drawn),-8,6,-2,19,-9,-1,-9,9,0.1,2,0
CC(C)C12CN3CC(C(C)C)(CN(C1)C3c1ccccc1O)C2=O (stereo not drawn),-3,8,1,-6,-17,2,17,17,21*,-7,-3
CN(/N=C/c1cc(Br)cc(Br)c1O)c1ccccc1,-22,4,-2,-20,-62,-5,-110,-85,0.3,-11,-32
CCc1ccc(/C=C2\SC(=S)N(CCC(=O)N3CCN(C)CC3)C2=O)cc1,-3,-3,5,1,34,-12,15,3,-2.5,-8,-50

A draw from above in order of formula weight, rising.
SMILES,CaV13 ICDI inh,m5-HT2A agonist,NR2E3 ag-1,TRPM1 prom inh,NR2E3 ag-2,H9c2 protect,Peg3 prom inh,HIF-2a inh,hiPSC survival,PDI turbidity,Shn3 3UTR inh
COc1ccc(N)cc1C#N,9,2,3,-10,-21,-1,-15,-7,-0.5,-7,-12
CCOc1cc(N2CCOCC2)c(OCC)cc1NC(=O)C1=COCCO1,-5,5,-2,1,-2,-1,17,8,-0.5,-7,-4
COC(=O)C1=C(N)Oc2cc(C)n(CC3CCCO3)c(=O)c2C1c1ccc(Cl)c(Cl)c1 (stereo not drawn),-8,-3,3,6,-6,-5,13,17,0.6,4,-4

Following part.
SMILES,CaV13 ICDI inh,m5-HT2A agonist,NR2E3 ag-1,TRPM1 prom inh,NR2E3 ag-2,H9c2 protect,Peg3 prom inh,HIF-2a inh,hiPSC survival,PDI turbidity,Shn3 3UTR inh
COc1ccc(NC2CS(=O)(=O)CC2OC(=O)c2ccc(F)cc2)cc1 (stereo not drawn),-5,6,0,4,-4,1,0,18,-1.5,-6,4
Cc1cc(C)n(-c2cc(N3CCN(C(=O)c4cccc(F)c4)CC3)ccc2[N+](=O)[O-])n1,-3,2,2,3,-15,12,23,17,-0.3,0,10
O=C(Cc1ccccn1)Nc1ccccc1,nt,-1,-3,14,21,1,-12,-17,-0.8,-2,-30
O=C(CN1C(=O)c2cccc3cccc1c23)NCc1ccc2c(c1)OCO2,-6,-2,-3,-1,0,6,1,16,3.7,7,-2
CCN(CC)C(=O)c1ccc(S(=O)(=O)Cc2ccc(C)cc2)c([N+](=O)[O-])c1,-2,1,-3,-5,-47,-7,15,3,-0.4,17,15
CCOC(=O)c1cc(-c2ccccc2)sc1NC(=O)c1cc(OC)c(OC)c(OC)c1,-8,2,2,-6,-8,9,-6,19,0.0,-1,-17
OCCCN1CCN(CCCOc2ccccc2-c2ccccc2)CC1,-4,-7,2,7,1,7,-4,9,2.9,-1,-11
CC(=O)COc1ccc2c(-c3ccccc3)cc(=O)oc2c1C,-3,5,-6,-4,13,28,19,-17,1.1,2,19
O=C(NNC(=O)c1cc(F)c(F)cc1Cl)c1ccc(NS(=O)(=O)c2cccs2)cc1,-2,5,0,8,28,7,4,-10,-0.2,4,-25
CCN(c1ccccc1)S(=O)(=O)c1ccc(Cl)c(NC(=O)COC(=O)c2ccc(Cl)c(N)c2)c1,-1,3,0,18,-18,2,12,7,3.7,-4,11
OC(COC(c1ccc(Cl)cc1)c1ccc(Cl)cc1)CN1CCc2ccccc2C1 (stereo not drawn),-5,-5,1,17,-3,-12,24,28,-0.1,7,30
CCCCNC(=O)Nc1nnc(-c2ccc(OCC)cc2)o1,-6,2,-2,-2,-1,15,-22,-35,2.9,7,-8
CCN(CC)S(=O)(=O)c1cccc(C(=O)NNC(=O)C2=NN(c3ccccc3)C(=O)CC2)c1,-7,-4,4,11,-8,3,7,8,-0.6,2,1
COCCN(C(=S)Nc1cccc(C)c1)C(C)c1cccnc1 (stereo not drawn),-16,4,1,-6,11,8,5,11,0.0,-1,-12
COc1cc(C(=O)NCc2nnc(SCC(=O)NC3CCCCC3)o2)cc(OC)c1OC,-2,4,-2,10,-15,1,2,12,0.0,2,11
Cc1ccc(Cl)c(OCC(=O)Nc2cccnc2)c1,nt,-7,1,-100,-2,-4,-316,-239,-0.1,2,-52
Cc1ccc(CNC(=O)CN2C(C)CCCC2C)cc1 (stereo not drawn),2,1,3,-3,4,2,4,13,-0.7,3,-14
Cc1ccc(C)c(OCc2cc(C(=O)N3CCN(C4CCCCC4)CC3)no2)c1,-11,-4,nt,nt,-4,-9,-3,-17,3.5,-32,-3
S=C(Nc1ccc(Cl)cc1)Nc1ccc2cn[nH]c2c1,-7,-3,8,-10,-13,-8,-73,-162,-0.8,-1,9
O=C(O/N=C/c1ccc(Br)cc1)c1ccc(F)cc1,-4,4,-1,-6,-11,-8,12,-27,0.4,-1,15
Oc1cc(Br)ccc1C=Nc1ccc(N2CCCCC2)cc1,-4,2,-2,-6,-19,33,-19,-37,3.3,1,19
COc1cc(OC)cc(-c2oc(=O)c3cc(OC)c(OC)cc3c2C#CCCO)c1,-9,10,nt,-2,-8,24,-4,-2,12,-5,-1
COc1ccc(OC)c(C(=O)CSc2nccc(-c3ccc(Br)cc3)n2)c1,-5,-5,2,0,-7,-7,12,-1,-1.2,-6,4
CCCN(Cc1ccccc1)C(=O)Nc1ccc2c(c1)nnn2C,-8,-3,4,-11,-35,-10,-44,-98,6.9,7,-13
C[C@@H](C(=O)Nc1ccccc1N1CCOCC1)N1C(=O)C2CCCCC2C1=O (stereo partly drawn),-10,2,nt,8,4,-1,2,12,4.8,12,17

SMILES,CaV13 ICDI inh,m5-HT2A agonist,NR2E3 ag-1,TRPM1 prom inh,NR2E3 ag-2,H9c2 protect,Peg3 prom inh,HIF-2a inh,hiPSC survival,PDI turbidity,Shn3 3UTR inh
CSc1ccccc1-c1nnc(-c2ccc(Cl)cc2)o1,-7,3,2,-77,-60,-26,-283,-316,-2.5,6,nt
COC(=O)Cc1[nH]nc2c1C(c1c[nH]c3ccccc13)C(C#N)=C(N)O2 (stereo not drawn),-4,-4,-1,16,-24,0,6,0,-1.5,4,4
Cn1cnc(S(=O)(=O)Nc2ccc(OC(F)F)cc2)c1,-5,2,4,-48,11,-2,2,16,-0.6,2,-12
CN(C(=O)CCN1C(=O)/C(=C/c2ccc(F)cc2)SC1=S)C1CCS(=O)(=O)C1 (stereo not drawn),-7,3,nt,nt,-25,-22,22,22,0.1,-8,-18
Cc1ccc(C(=O)Nc2ccc(Cl)cc2C(F)(F)F)c(Cl)c1,-3,-2,-1,-50,-89,-9,-242,-216,-0.1,17,-43
CCOC(=O)C1(CCc2ccccc2)CCN(Cc2ccc(OC)cc2)CC1,-17,-3,2,7,-2,9,2,14,0.1,6,5
Cc1ccc(-c2nc(NC(=O)CSc3nnc4scc(-c5ccccc5)n34)ns2)cc1,-2,3,-2,nt,-10,-32,-4,-12,1.8,nt,40
CCSc1nc(C2CC2)cc(-c2ccco2)c1C#N,-5,-2,2,-16,-16,2,14,-11,-0.1,3,7
O=C(N=C1SC2CS(=O)(=O)CC2N1Cc1ccccc1Cl)C1CCCO1 (stereo not drawn),-2,2,0,-12,12,-3,-2,7,0.3,0,10
Cc1ccc(N2C(=O)C3C4C=CC(CC4)C3C2=O)c([N+](=O)[O-])c1 (stereo not drawn),-18,3,-1,-2,-30,-3,-10,5,-0.4,11,13
CSc1nnc(SCC#N)s1,-5,6,-1,nt,10,3,8,18,0.1,1,-18
CC1(C)C2CCC1(CS(=O)(=O)N1CCC(C(N)=O)CC1)C(=O)C2 (stereo not drawn),-5,8,0,-5,33,4,-12,6,0.0,8,3

Rows are unselected; any-hit rate near 3.9%.
